From PubChem
NTR1 ag: agonists of NTR1, primary screen, imaging, U2OS cells, beta-arrestin-GFP, high content (AID 493036); P30989; NTR1-U2OS beta-arrestin-GFP spot imaging, agonist mode; activation, % at 20 µM; 330,000 tested, 0.17% active;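 active means activation at or above 40% of the spot to cytoplasm intensity ratio, with at least 20 cells analyzed; inconclusive means wells under 20 cells, flagged as cytotoxic or low count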;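 further: 0% = DMSO without peptide and 100% = 100 nM NTR1 peptide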
Target sequence (P30989 whole entry, looked up): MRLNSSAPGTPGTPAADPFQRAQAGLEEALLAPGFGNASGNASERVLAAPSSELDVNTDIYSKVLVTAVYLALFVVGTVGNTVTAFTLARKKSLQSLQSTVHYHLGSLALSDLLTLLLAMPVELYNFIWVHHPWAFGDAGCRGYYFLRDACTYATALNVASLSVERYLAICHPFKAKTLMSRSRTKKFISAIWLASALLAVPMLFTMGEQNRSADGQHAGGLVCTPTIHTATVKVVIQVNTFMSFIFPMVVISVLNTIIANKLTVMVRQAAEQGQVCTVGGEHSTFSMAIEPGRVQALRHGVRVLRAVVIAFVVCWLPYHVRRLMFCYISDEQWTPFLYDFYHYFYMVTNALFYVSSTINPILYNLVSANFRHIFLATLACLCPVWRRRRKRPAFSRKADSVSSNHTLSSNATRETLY
KOR beta-arrestin-1: kappa opioid receptor activators – cell-based, luminescence, uHTS, primary screen (AID 1777) | one-dose activation, % at 10 µM; EC50 in µM for titrated hits | 280,000 tested, 0.02% active | KOR beta-arrestin recruitment, luminescence; higher % means a stronger effect; in the data active means activation above about 50%, passing the limit was not always enough; further: a part of the inactive calls stands beside numbers as strong as those of hits
West Nile virus CPE: inhibition of WNV-induced cytopathic effect – cell-based, CPE readout (AID 1621); one-dose CPE inhibition, % at 10 µM; IC50 in µM for titrated hits; 290,000 tested, 0.02% active; West Nile virus-infected cells, CPE inhibition; higher % means a stronger effect; in the data active means a potency from the dose series; inconclusive means CPE inhibition mostly from about 3.7% at the one dose, without a potency; inactive means the rest, 99 in 100 with CPE inhibition below about 2.2%; further: strong numbers were not always called active
GPR35 arrestin U2OS: inhibition of zaprinast-stimulated GPR35 beta-arrestin translocation – imaging, U2OS, beta-arrestin-GFP, zaprinast agonist, primary screen (AID 2058) | 290,000 tested, 0.052% active | one-dose inhibition, % at 10 µM; IC50 in µM for titrated hits | U2OS GPR35 beta-arrestin-GFP translocation imaging, zaprinast antagonism; higher % means a stronger effect;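 active means inhibition of at least 50% with at least 30 cells and total cytoplasm GFP at most 10,000,000; inconclusive means under 30 cells or total GFP of 10,000,000 plus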
T cell HTS: T cell immune modulators affecting CD8 T cell-vesicle binding | calls only at 7 µM | AID 2052 | 330,000 tested, 0.068% active | 2C CD8+ T cell-vesicle binding, flow cytometry; stronger effect = lower value;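 active means response, share of CD8 T cells binding vesicles, and their 90th percentile fluorescence all below set limits, cut at about 80% in these data, passing the limit was not always enough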
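System: murine 2C transgenic CD8+ T lymphocytes; also added: QL9-loaded Drosophila micro-vesicles; times: binding 1.5 h at 37 °C; measured by: flow cytometry, PE anti-B7-1 (FL2) versus Alexa647 anti-CD8 (FL8), PFA-fixed; control set: Peptide-free naked vesicles (low) and QL9 vesicles with 0.7% DMSO vehicle (high)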
GPR55 antagonists: inhibition of LPI-stimulated GPR55 beta-arrestin translocation – imaging, U2OS, beta-arrestin-GFP, LPI agonist, primary screen (AID 2013); U2OS GPR55 beta-arrestin-GFP translocation imaging, LPI antagonism; higher % means a stronger effect; inhibition, % at 10 µM; hits with a dose series show IC50 in µM; 290,000 tested, 0.13% active;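 active means spots per cell inhibited over 60%, with over 100 cells counted and total cytoplasm intensity under 500,000; inconclusive means wells with under 100 cells, flagged as likely toxic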;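 further: U2OS cells stably carrying GPR55 and arrestin-GFP stimulated by 5 µM LPI near EC80; imaged beta-arrestin-GFP aggregate spots per cell after agonist stimulation; plate controls were LPI-stimulated DMSO wells for no effect and DMSO wells without LPI for full effect; some results filed as inactive read as strong as hits; confirmed hits need IC50 under 10 µM and bright autofluorescent wells are also inconclusive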
KOR beta-arrestin-2: kappa opioid receptor blockers – cell-based, luminescence, uHTS (AID 1778). KOR beta-arrestin recruitment, luminescence, antagonist mode; higher % means a stronger effect. one-dose inhibition, % at 10 µM; IC50 in µM for titrated hits. 290,000 tested, 0.091% active; in the data active means inhibition above about 50%; further: strong numbers were not always called active
Salmonella PhoP GFP: PhoP-dependent GFP reporter repression – Salmonella Typhimurium, primary screen (AID 1863); S. Typhimurium PhoP-regulated promoter GFP reporter, 4 h; higher % means a stronger effect; one-dose inhibition, % at 50 µM; IC50 in µM for titrated hits; 300,000 tested, 0.16% active;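 active means inhibition over 29.93%, a cutoff 3 SD above the screen mean, later confirmed by dose response; inconclusive means inhibition over 29.93% but no dose response follow-up; inactive means inhibition at most 29.93% or unconfirmed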;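 further: 0% = low Mg2+ inducing control and 100% = high Mg2+ repressing control; strong numbers were not always called active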
GPR55 activation: selective activators of receptor GPR55 – imaging, U2OS cells, beta-arrestin-GFP redistribution, primary screen (AID 1961); one-dose activation, % at 10 µM; EC50 in µM for titrated hits; 290,000 tested, 0.048% active; U2OS GPR55 beta-arrestin-GFP redistribution imaging; higher % means a stronger effect;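 active means activation above 40% with more than 50 cells counted in the well; inconclusive means wells holding fewer than 50 cells, flagged as toxic or sparse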;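 further: U2OS osteosarcoma cells stably expressing GPR55 and beta-arrestin-GFP; plate controls were DMSO negative control for no effect and LPI positive control for full effect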
T cell HTS vesicle-bound %: recorded beside T cell HTS, whose call it bears; double positive events, %; measured here: CD8+ vesicle-bound cell fraction;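 binding gate set so that unloaded-vesicle control wells show 10% double positive cells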
NTR1 ag cell count 20 µM: second read-out of NTR1 ag, no call of its own (marks repeat the call); cell count; measured here: cell count, cytotoxicity flag
* hit, by the source's call; i = inactive; u = inconclusive; x = no result given; [ ] = remark or other dose. Not a hit list; 0.62% or so of the library scored in one or more.

SMILES	NTR1 ag	NTR1 ag cell count 20 µM	KOR beta-arrestin-1	West Nile virus CPE	GPR35 arrestin U2OS	T cell HTS	T cell HTS vesicle-bound %	GPR55 antagonists	KOR beta-arrestin-2	Salmonella PhoP GFP	GPR55 activation
COCC(=O)Nc1cc([N+](=O)[O-])ccc1OC	0.5	38	1.1%	1.1%	-12%	i	33	13%	x	-4%	0.3%
COc1ccc(OCCC(=O)N2CCN(C)CC2)cc1	-1.2	57	-3.2%	0.3%	9%	i	59	0%	-32%[20 µM]	3%	0.2%
CCC1(COC(NC(=O)c2cccnc2)(C(F)(F)F)C(F)(F)F)COC1	-3.9	96	-4.1%	0.2%	-1%	i	52	-8%	-24%	8%	-0.1%
CCOC(=O)NC1(C(F)(F)F)NC(=O)N(c2ccc(F)cc2)C1=O (centres undefined)	1.0	44	-0.3%	-0.8%	2%	i	47	13%	37%	8%	1.1%
CCOC(=O)Cc1nnc(NC(=O)CSc2nncn2C)s1	0.6	53	-0.6%	0.6%	5%	i	9	4%	-7%	-3%	0.3%
Cc1ccc(-n2c(C)cc(C(=O)NS(=O)(=O)c3ccc(C)cc3)c2C)cc1	-1.1	75	-2.5%	0.0%	3%	i	51	-6%	-39%	8%	0.0%
CCC1=NN2C(=N)/C(=C\c3ccc(OCCOc4ccc(NC(C)=O)cc4)cc3)C(=O)N=C2S1	0.3	69	-1.4%	0.2%	16%	i	50	-5%	-3%	-2%	-0.3%
COc1cc(C(=O)N/N=C(\C)c2ccccn2)cc(OC)c1OC	1.2	63	2.9%	u	0%	i	7	-9%	-6%	2%	-0.2%
CC(C)=CC(=O)N1CCC(N2CCC(C(=O)NCC3CCCO3)CC2)CC1 (centres undefined)	1.9	46	0.0%	0.1%	-12%	i	7	4%	-26%	-12%	-0.1%
COc1ccc(CNc2nc(-c3cccnc3)nn2C(=O)C(C)C)cc1	x	x	-0.1%	0.2%	5%	x	x	-5%	1%	-4%	0.0%
CC(Oc1ccc2ccccc2c1)C(=O)NNC(=S)NC(=O)c1ccco1 (centres undefined)	5.4	27	-3.4%	0.1%	-18%	i	51	14%	26%	-22%	0.0%
CCc1cc(C(=O)c2ccc(OC)cc2)c(NC(=O)COCC(=O)O)s1	0.4	60	7.6%	0.2%	6%	i	48	6%	-6%	-1%	-0.1%
Cc1onc(-c2c(F)cccc2Cl)c1C(=O)Nc1ccc(S(=O)(=O)Nc2ncccn2)cc1	x	x	-2.1%	0.1%	2%	x	x	4%	10%	-5%	0.0%
O=C(NCC1COc2ccccc2O1)C1(c2ccccc2)CCCC1 (centres undefined)	3.3	40	x	-2.1%	12%	i	14	6%	-9%[20 µM]	1%	0.0%
Clc1ccc(C2CC(c3ccccc3)Nc3ncnn32)cc1 (centres undefined)	6.2	53	-1.9%	1.0%	-5%	i	22	3%	8%	7%	0.7%
CCOC(=O)C1=C(CSc2nc3c(cc2C#N)CN(C)CC3)OC(N)=C(C#N)C1c1ccncc1 (centres undefined)	-0.2	44	3.0%	-0.2%	9%	i	46	9%	-20%	-2%	1.0%
Cc1nn(Cc2ccccc2)c(=O)n1N(C)c1ncc(C(F)(F)F)cc1Cl	-1.4	81	-5.2%	-0.6%	-6%	i	54	-2%	-2%	13%	0.2%
COc1ccc(C2N(C(C)=O)CCCN2S(=O)(=O)c2ccc(C)cc2)cc1 (centres undefined)	0.7	39	-1.0%	-1.5%	-18%	i	22	1%	4%	4%	1.5%
O=C(Nc1cc(Cl)ccc1O)C1CC(c2ccccc2Cl)=NO1 (centres undefined)	0.7	55	2.8%	-1.3%	2%	i	43	8%	-1%	11%	-0.2%
CN(C)c1ccc(P(=O)(OCc2ccccc2)C(O)c2cccnc2)cc1 (centres undefined)	3.3	81	-0.2%	-0.8%	-4%	i	27	4%	5%	-2%	-0.1%
CC(NC(=O)COC(=O)CCNC(=O)c1ccco1)C12CC3CC(CC(C3)C1)C2 (centres undefined)	1.9	43	-2.3%	-0.1%	-12%	i	36	6%	0%	-6%	-0.2%
COc1ccc(N2CCN(CC(=O)Nc3c(C)cc(C)cc3C)CC2)cc1	0.6	87	4.4%	-1.3%	4%	i	27	4%	8%	6%	-0.2%
Cc1ccc(-c2nnc(SC(C)C#N)n2N)cc1 (centres undefined)	0.9	81	-2.0%	0.2%	2%	i	18	5%	23%	9%	-0.1%
COc1ccc(COC(=O)N/N=C(\C)CC(=O)Nc2ccc(Cl)cc2)cc1	-0.7	86	1.7%	-0.1%	-3%	i	12	12%	7%	1%	-0.1%
Cc1ccc(OCC(=O)O/N=C(\N)c2ccncc2)c(C)c1	-1.4	50	-4.3%	-0.5%	-9%	i	36	-17%	17%	-1%	x
COc1ccc(CN=CC2=C(O)CNC2=O)cc1	4.5	41	-3.4%	-0.1%	-5%	i	28	-4%	-32%	12%	0.2%
Cc1c(C(=O)N2CCCCC2)nn(-c2ccc(Cl)cc2)c(=O)c1C#N	1.1	64	-10%	-0.8%	-8%	i	21	7%	11%	-8%	-0.2%
CCOC(=O)c1c(C)[nH]c(C)c1C(=O)COc1ncnc2ccccc12	0.9	28	-1.5%	-0.2%	-9%	i	26	6%	14%	19%	0.0%
CCOc1ccc(Oc2c(C)oc3cc(O)ccc3c2=O)cc1	-0.8	36	x	0.3%	-10%	i	6	14%	-17%[20 µM]	-6%	-0.1%
CC1CC(OCC(O)CN2CCOCC2)CC(C)(C)C1 (centres undefined)	0.0	80	-1.0%	0.4%	-6%	i	45	-3%	x	-5%	-0.2%
COCCOc1cc(N2C(=O)CSCC2=O)c(Cl)cc1Cl	0.4	59	5.2%	-0.4%	22%	i	31	11%	-10%	-5%	-0.1%
COC(=O)C1=C(C)N=C2SC(C#N)=C(N)N2C1c1cccc(OC)c1 (centres undefined)	1.2	47	1.1%	-0.2%	4%	i	53	2%	2%	-5%	-0.2%
Cc1ccc(CNC(=O)CCc2ccc(S(=O)(=O)NC3CCCCC3)cc2)cc1	1.4	63	8.7%	2.1%	10%	i	54	-2%	-97%	1%	-0.2%
COc1ccc(S(=O)(=O)Nc2ccc(S(=O)(=O)N3CCCCC3)cc2)cc1	-1.6	86	5.4%	1.3%	-1%	i	13	-6%	-16%	5%	-0.1%
Cc1ccc2c(CC(=O)O)coc2c1C	1.6	70	-1.0%	0.2%	8%	i	9	-4%	-38%	12%	-0.1%
COc1ccc(OCC(=O)Nc2c3c(nn2C(C)(C)C)CSC3)cc1	-1.5	41	9.7%	-0.8%	-22%	i	35	-6%	-7%	2%	-0.1%
Cc1ccc(C(=O)N/C(=C/c2ccc(-c3cccc([N+](=O)[O-])c3)o2)C(=O)NCCCN(C)C)cc1	0.3	58	1.8%	-1.9%	9%	i	41	-7%	-52%[20 µM]	1%	0.2%
COc1cccc(C(=O)Nc2ccc(S(=O)(=O)N3CCN(C)CC3)cc2)c1	1.7	49	-0.9%	-0.6%	-16%	i	29	5%	2%	-1%	x
O=C(OCC1OC(n2ccc(=O)[nH]c2=O)C(O)C1OC(=O)c1ccccc1)c1ccccc1 (centres undefined)	1.7	83	-6.0%	0.5%	-5%	i	57	-11%	2%	-3%	-0.2%
CCOc1cc(N2CCOCC2)c(OCC)cc1NC(=O)c1ccco1	-0.4	36	3.1%	-0.9%	-5%	i	36	-13%	8%	-13%	0.1%
Cc1ncoc1C(=O)N1CCCC(C(=O)c2cccc3ccccc23)C1 (centres undefined)	0.4	44	x	-1.1%	-2%	i	21	-1%	-14%[20 µM]	-6%	-0.1%
CCN(CC)S(=O)(=O)c1ccc(C(=O)OCCNC(=O)c2cccnc2)cc1	-0.1	88	0.3%	1.5%	4%	i	54	38%	6%	-3%	-0.1%
CC1Cc2ccccc2N1Cc1ccc([N+](=O)[O-])cc1 (centres undefined)	-0.5	60	3.0%	0.6%	6%	i	39	5%	-18%	-1%	0.0%

A run of entries taken from the entries so far:
SMILES	NTR1 ag	NTR1 ag cell count 20 µM	KOR beta-arrestin-1	West Nile virus CPE	GPR35 arrestin U2OS	T cell HTS	T cell HTS vesicle-bound %	GPR55 antagonists	KOR beta-arrestin-2	Salmonella PhoP GFP	GPR55 activation
CCN(CC)S(=O)(=O)c1ccc(C(=O)OCCNC(=O)c2cccnc2)cc1	-0.1	88	0.3%	1.5%	4%	i	54	38%	6%	-3%	-0.1%
CC1Cc2ccccc2N1Cc1ccc([N+](=O)[O-])cc1 (centres undefined)	-0.5	60	3.0%	0.6%	6%	i	39	5%	-18%	-1%	0.0%

In a second layout: results already given
Results follow in this order: NTR1 ag, NTR1 ag cell count 20 µM, KOR beta-arrestin-1, West Nile virus CPE, GPR35 arrestin U2OS, T cell HTS, T cell HTS vesicle-bound %, GPR55 antagonists, KOR beta-arrestin-2, Salmonella PhoP GFP, GPR55 activation
> COCC(=O)Nc1cc([N+](=O)[O-])ccc1OC
    0.5, 38, 1.1%, 1.1%, -12%, i, 33, 13%, x, -4%, 0.3%
> COc1ccc(OCCC(=O)N2CCN(C)CC2)cc1
    -1.2, 57, -3.2%, 0.3%, 9%, i, 59, 0%, -32%[20 µM], 3%, 0.2%
> CCC1(COC(NC(=O)c2cccnc2)(C(F)(F)F)C(F)(F)F)COC1
    -3.9, 96, -4.1%, 0.2%, -1%, i, 52, -8%, -24%, 8%, -0.1%
> CCOC(=O)NC1(C(F)(F)F)NC(=O)N(c2ccc(F)cc2)C1=O (centres undefined)
    1.0, 44, -0.3%, -0.8%, 2%, i, 47, 13%, 37%, 8%, 1.1%
> CCOC(=O)Cc1nnc(NC(=O)CSc2nncn2C)s1
    0.6, 53, -0.6%, 0.6%, 5%, i, 9, 4%, -7%, -3%, 0.3%
> Cc1ccc(-n2c(C)cc(C(=O)NS(=O)(=O)c3ccc(C)cc3)c2C)cc1
    -1.1, 75, -2.5%, 0.0%, 3%, i, 51, -6%, -39%, 8%, 0.0%
> CCC1=NN2C(=N)/C(=C\c3ccc(OCCOc4ccc(NC(C)=O)cc4)cc3)C(=O)N=C2S1
    0.3, 69, -1.4%, 0.2%, 16%, i, 50, -5%, -3%, -2%, -0.3%
> COc1cc(C(=O)N/N=C(\C)c2ccccn2)cc(OC)c1OC
    1.2, 63, 2.9%, u, 0%, i, 7, -9%, -6%, 2%, -0.2%
